Compound activity (PubChem)
PP1 inh: blocks human PP1-alpha phosphatase, a PP5 counter-screen; purified PP1alpha, OMFP fluorescence; inhibition, % at 6.7 µM; hit rate 0.9% among 320,000; AID 2235;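 active = inhibition above the mean inhibition of all tested compounds plus 3 SD, computed separately for each screening campaign, cut at about 15% in these data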
PP5 primary: inhibitors of human protein phosphatase 5 (PP5); P53041; purified PP5c, OMFP substrate fluorescence; inhibition, % at 6.7 µM; hit rate 0.18% among 320,000; AID 1987;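 active = inhibition above the campaign's mean inhibition across all tested compounds plus 3 SD, cut at about 9.5% in these data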;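 also: 0% = DMSO only and 100% = 100 µM cantharidin control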
Target sequence (P53041 whole entry, looked up): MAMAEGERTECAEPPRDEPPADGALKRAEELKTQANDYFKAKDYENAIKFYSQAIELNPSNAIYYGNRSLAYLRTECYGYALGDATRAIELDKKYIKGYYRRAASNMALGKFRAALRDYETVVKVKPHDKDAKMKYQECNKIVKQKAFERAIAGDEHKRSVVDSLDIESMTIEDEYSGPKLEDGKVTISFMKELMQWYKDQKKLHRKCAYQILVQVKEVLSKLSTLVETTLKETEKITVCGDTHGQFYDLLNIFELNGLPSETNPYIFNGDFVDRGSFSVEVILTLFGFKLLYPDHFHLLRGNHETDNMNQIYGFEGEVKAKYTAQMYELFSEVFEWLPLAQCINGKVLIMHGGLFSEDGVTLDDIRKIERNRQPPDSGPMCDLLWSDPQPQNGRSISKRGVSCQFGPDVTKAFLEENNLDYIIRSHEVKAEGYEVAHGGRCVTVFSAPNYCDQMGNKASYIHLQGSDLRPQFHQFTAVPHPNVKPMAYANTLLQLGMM
CTSL1 counter: counter-screen for PFM18AAP inhibitors: inhibitors of F. hepatica cathepsin L1; inhibition, % at 5.96 µM; hit rate 0.49% among 300,000; recombinant F. hepatica cathepsin L1, Z-Leu-Arg-MCA fluorescence; AID 1906;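 active = inhibition above the mean of all tested compounds plus 3 SD, set per screening campaign, cut at about 17% in these data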;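 also: 0% = plate median of test compound wells and 100% = 1 µM Z-Phe-Ala-diazomethylketone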
Efflux pump mplx: blocks antifungal efflux pumps in multiplex yeast assay. inhibition, % at 10 µM. AID 485275. S. cerevisiae Candida pump triplex, Nile Red efflux. hit rate 0.44% among 330,000;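 active = plate passing quality check with inhibition over a set limit, or well fluorescence over plate mean plus 4 SD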;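 also: Nile Red retained in pooled yeast measured as flow cytometry median fluorescence; 0% = buffer negative control and 100% = Enniatin B positive control; higher means more Nile Red kept so more efflux inhibition; some compounds called inactive have numbers as strong as hits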
PREPL inhibitor: inhibits the human prolyl oligopeptidase-like enzyme | inhibition, % at 5.96 µM | hit rate 0.68% among 320,000 | recombinant PREPL, fluorescence polarization activity-based probe | Q4J6C6; in the data active = inhibition above about 43%;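 also: 0% = enzyme with DMSO and 100% = wells lacking enzyme; many of its hits are not listed in these tables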
EBNA-1 inhibitor: blocks EBNA-1 binding to DNA. EBNA-1 DNA binding, fluorescence polarization. inhibition, % at 14.8 µM. hit rate 0.34% among 300,000. AID 1950; in the data active = inhibition above about 28%
ZTA counter: blocks Epstein-Barr virus ZTA, an EBNA-1 counter-screen; ZTA-DNA binding, fluorescence polarization; inhibition, % at 11 µM; hit rate 0.15% among 320,000; AID 2234; in the data active = inhibition above about 33%
TPT1 inhibitor: inhibitors of Candida albicans tRNA 2'-phosphotransferase TPT1; recombinant caTPT1, FP RNA substrate dephosphorylation; hit rate 0.81% among 300,000; inhibition, % at 5 µM; AID 1962;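 active = inhibition above the mean of all tested compounds plus 3 SD, set per screening campaign, cut at about 24% in these data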;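 also: plate controls were DMSO alone for no effect and ferristatin control at 100 nM for full effect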
HCV core dimer: blocks dimerization of HCV core protein. TR-FRET GST/Flag-core106 dimerization, 1536-well. hit rate 0.33% among 300,000. inhibition, % at 5 µM. AID 1899;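 active = inhibition above the mean of all tested compounds plus 3 SD, set per screening campaign, cut at about 45% in these data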
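System – GST-tagged and Flag-tagged HCV core protein residues 1-106 · Repeats – one well for each compound · Technique – TR-FRET 671 and 617 nm emission · Doses – one concentration, 5 µM, in 0.5% DMSO · Times – 4 h, 22.5 °C incubation · Also added – Eu donor and XL665 acceptor anti-tag antibodies · Measure – percent inhibition of core106 dimerization signal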
Starred values were filed as active, the others as inactive; / = not tested or not shown. This is a subset (hit frequency here may not be typical).

Values in the order: PP1 inh, PP5 primary, CTSL1 counter, Efflux pump mplx, PREPL inhibitor, EBNA-1 inhibitor, ZTA counter, TPT1 inhibitor, HCV core dimer
CCCOc1cc(C)c(S(=O)(=O)n2ccc(C)n2)cc1C
 : 2, 2.6, 3, 0.2, 10, -4, 30, -3, 6
Cc1cc(OCC(=O)NC2CC(C)(C)NC(C)(C)C2)c2c(C)cc(=O)oc2c1
 : -2, -3.1, 2, -0.1, 1, 18, 3, -3, 2
COc1ccc(C(=O)NCCc2cccc(Cl)c2)cc1OC1CCN(C(C)=O)CC1
 : 10, -5.5, -5, 0.4, 8, -15, -12, -1, -11
Cc1ccc(CC(=O)NCCC(=O)O)cc1
 : 3, -0.1, 6, -0.1, 18, 2, -9, -2, -4
CC(=O)Nc1ccc(-c2csc(NCc3ccccc3)n2)cc1
 : 2, 3.0, 1, -0.2, 5, -6, -5, 3, -4
O=P(OC1CCCCC1)(OC1CCCCC1)C(O)c1ccccc1 (stereo not drawn)
 : 2, -0.6, -2, -0.1, 7, 6, 9, -3, 1
COc1cccc(CN2CCC(C(=O)N3CCN(c4ccccc4F)CC3)CC2)c1OC
 : 2, 4.3, -7, 0.3, 5, -4, -5, 1, 1
COc1ccccc1CN1CCN(Cc2nc(Cc3ccccc3)no2)CC1
 : -5, 1.4, -3, 0.1, 4, 1, 8, -1, 1
Nc1ccc(C(=O)N2CCN(S(=O)(=O)c3ccc(Cl)s3)CC2)cc1[N+](=O)[O-]
 : 0, 0.2, 12, -0.1, 13, 3, -4, -2, -2
CCn1cc(C(=O)NCCC(=O)NCCO)c(=O)c2cc3c(cc21)OCO3
 : -3, 1.1, 3, -0.2, 0, -5, -13, -1, 10
O=C(NCc1ccccc1)c1ccc(F)c(S(=O)(=O)N2CCOCC2)c1
 : 1, 1.1, -2, -0.1, 14, 12, -1, -3, -6
O=C(Nc1ccc(C(=O)O)cc1)/C(=C/c1cccc(Br)c1)NC(=O)c1ccco1
 : 4, 2.6, 0, -0.1, -1, -3, -7, -1, -3
NC1=NC(=O)/C(=C\C=C\c2ccccc2)S1
 : -2, 1.7, 7, 0.0, -5, 3, 3, 1, -8
COc1ccc(OC)c(NC(=O)CC2C(=O)NCCN2C(=O)c2ccccc2)c1 (stereo not drawn)
 : -4, 0.1, 3, 0.0, 5, 5, -3, -3, -9
Cc1ccc(/C=N/Nc2nc(N3CCCCC3)nc(N3CCCCC3)n2)o1
 : 0, 1.4, 4, 0.1, 9, -1, -8, -3, 8
COc1ccc(-c2cc(C(F)(F)F)nc(NC3CCCC3)n2)cc1OC
 : 3, 4.5, -1, 0.0, 2, 10, -15, 0, 8
CN(CC(=O)Nc1ccccc1Cl)C(=O)c1cccc(S(=O)(=O)N2CCN(c3ccc(F)cc3)CC2)c1
 : 1, 5.0, 3, -0.1, -93, -4, -6, -4, 5
COCCCNc1nc2ccccc2nc1NS(=O)(=O)c1ccc(OC)cc1
 : 0, 2.3, 3, 0.0, 7, 1, -10, 1, 0
COc1ccc(CCC(=O)N2CCN(S(=O)(=O)c3ccc(C)cc3)CC2)cc1
 : -3, 2.7, /, 0.1, 8, /, 15, /, /
CC(=O)Nc1ccc(S(=O)(=O)NCCCN2CCOCC2)cc1
 : 2, 0.0, -1, -0.1, -3, -1, -23, -3, -10
O=C1CCc2cc(S(=O)(=O)Nc3ccc(F)cc3)ccc2N1
 : -3, 3.4, /, -0.2, -1, /, -31, /, /
CN(C)C(=S)Nn1c(-c2ccccc2)nc2ccccc2c1=O
 : 1, 0.4, 1, 0.0, -3, -12, 0, -2, -2
C=CCn1nnnc1SCC(=O)Nc1cccc(C(F)(F)F)c1
 : -1, 3.2, 2, -0.3, 2, 10, 3, -1, -2
CCNc1nnc(-c2ccc(C)cc2)o1
 : -1, 1.9, 1, 0.0, 1, 7, 4, -2, 0
CC(C)(C)NC(=O)C(=O)NN=C1CCCCCC1
 : -2, 0.3, -3, -0.1, -2, -2, -6, 1, 0
O=C(NNC(=O)c1cccnc1)c1ccncc1
 : -4, 2.0, -1, 0.1, -7, 3, 3, 0, -3
COc1cccc(C(=O)N[C@@H](C)C(=O)N2CCC3(CC2)NCCc2[nH]cnc23)c1
 : -7, 1.1, -1, 0.0, 4, -9, -6, 1, 0
CCCn1nnc(NC(=O)c2ccc(Cl)cc2Cl)n1
 : 2, 0.0, -4, 0.0, 7, 7, 0, 0, -5
COc1ccc(CCNS(=O)(=O)c2cc3c4c(c2)CCN4C(=O)CC3)cc1
 : -2, 1.2, 2, -0.1, -6, 8, -1, -3, -5
CC(C)C(=O)N(Cc1cc2ccccc2[nH]c1=O)C(C)C
 : -3, 1.8, -1, -0.2, 12, -7, -9, -4, 1
COc1ccccc1-c1ccc(SCC(=O)NCCc2ccccc2)nn1
 : 2, 0.6, 0, -0.1, -48, 12, 0, -6, 5

2 of the compounds above, with bars between the fields:
compound | PP1 inh | PP5 primary | CTSL1 counter | Efflux pump mplx | PREPL inhibitor | EBNA-1 inhibitor | ZTA counter | TPT1 inhibitor | HCV core dimer
Cc1cc(OCC(=O)NC2CC(C)(C)NC(C)(C)C2)c2c(C)cc(=O)oc2c1 | -2 | -3.1 | 2 | -0.1 | 1 | 18 | 3 | -3 | 2
CC(=O)Nc1ccc(-c2csc(NCc3ccccc3)n2)cc1 | 2 | 3.0 | 1 | -0.2 | 5 | -6 | -5 | 3 | -4

Reformatted with each value named: 4 of the compounds above.
O=C1CCc2cc(S(=O)(=O)Nc3ccc(F)cc3)ccc2N1
  PP1 inh: -3; PP5 primary: 3.4; CTSL1 counter: /; Efflux pump mplx: -0.2; PREPL inhibitor: -1; EBNA-1 inhibitor: /; ZTA counter: -31; TPT1 inhibitor: /; HCV core dimer: /

CN(C)C(=S)Nn1c(-c2ccccc2)nc2ccccc2c1=O
  PP1 inh: 1; PP5 primary: 0.4; CTSL1 counter: 1; Efflux pump mplx: 0.0; PREPL inhibitor: -3; EBNA-1 inhibitor: -12; ZTA counter: 0; TPT1 inhibitor: -2; HCV core dimer: -2

C=CCn1nnnc1SCC(=O)Nc1cccc(C(F)(F)F)c1
  PP1 inh: -1; PP5 primary: 3.2; CTSL1 counter: 2; Efflux pump mplx: -0.3; PREPL inhibitor: 2; EBNA-1 inhibitor: 10; ZTA counter: 3; TPT1 inhibitor: -1; HCV core dimer: -2

CCNc1nnc(-c2ccc(C)cc2)o1
  PP1 inh: -1; PP5 primary: 1.9; CTSL1 counter: 1; Efflux pump mplx: 0.0; PREPL inhibitor: 1; EBNA-1 inhibitor: 7; ZTA counter: 4; TPT1 inhibitor: -2; HCV core dimer: 0
